High-throughput results (PubChem BioAssay)
tim10-1 inh = inhibits growth of tim10-1 mutant yeast; 2.2% of 330,000 active; inhibition, % at 20 µM; AID 463190; S. cerevisiae tim10-1 ts strain growth, BacTiter-Glo, 24 h;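 active means inhibition of at least 40%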;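 further: mutant grown at 25 °C; 0% = DMSO wells with yeast and 100% = wells holding no yeast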
Mdm2-MdmX inh = inhibitors of human Mdm2/MdmX interaction | inhibition, % at 8 µM | SaOS-2 split-luciferase Mdm2/MdmX complementation, luminescence | 3% of 330,000 active;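 active means inhibition of at least 50% at 8 µM in the primary screen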
TIM10 inh = growth inhibitors of TIM10 yeast strain; S. cerevisiae TIM10 strain growth, BacTiter-Glo luminescence, 24 h; inhibition, % at 10 µM; 1.4% of 330,000 active; AID 463195;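 active means inhibition of 40% or more at the single tested concentration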;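 further: wild-type TIM10 isogenic control strain grown at permissive 25 °C; 0% = DMSO yeast wells and 100% = minimal medium wells without yeast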
APJ agonist = agonists of human APJ apelin receptor | P35414 | 0.11% of 330,000 active | AID 2520 | CHO-K1 APJ PathHunter beta-arrestin, luminescence; 0% DMSO wells, 100% apelin | activation, % at 20 µM;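 active means activation more than six SD over the plate average, tested at 20 µM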;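 further: 0% = DMSO alone and 100% = apelin-13 at 10 nM; some results filed as inactive read as strong as hits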
Target sequence (P35414 whole entry, looked up): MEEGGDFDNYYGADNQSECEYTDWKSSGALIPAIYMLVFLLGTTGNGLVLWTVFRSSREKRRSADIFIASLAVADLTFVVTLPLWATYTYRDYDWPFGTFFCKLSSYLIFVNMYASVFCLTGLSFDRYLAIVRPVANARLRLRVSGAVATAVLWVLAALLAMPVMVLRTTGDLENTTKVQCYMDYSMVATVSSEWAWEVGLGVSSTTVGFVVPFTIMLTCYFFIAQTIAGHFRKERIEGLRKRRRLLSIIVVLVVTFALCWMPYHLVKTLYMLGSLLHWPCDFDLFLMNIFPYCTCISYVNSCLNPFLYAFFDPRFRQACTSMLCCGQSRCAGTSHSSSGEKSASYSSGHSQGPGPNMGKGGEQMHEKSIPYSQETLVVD
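assay system = CHO-K1 APJ beta-arrestin complementation cell line | input = cell density 1000 per well | dosing = compound 20 µM once, DMSO 1% | timing = compound 90 min 25 °C, reagent 1 h | measured by = luminescence from split beta-galactosidase complementation, Galacton Star/Emerald II substrate | read-out basis = APJ agonist activity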
NALP3 yeast inh = inhibitors of NALP3 inflammasome in yeast; Yeast reconstituted NLRP3/ASC/caspase-1, beta-gal luminescence, 24 h; inhibition, % at 10 µM; 0.39% of 330,000 active; AID 2825;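 active means inhibition of 50% or more; inactive means inhibition below 50%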;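 further: plate controls were induced DMSO wells for no effect and uninduced yeast grown without galactose for full effect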
CHOP UPR activ = activators of apoptotic arm of unfolded protein response (CHOP); 0.34% of 330,000 active; activation, % at 10 µM; CHO-CHOP luciferase reporter, UPR activation, luminescence; percent of tunicamycin response over DMSO baseline;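 active means at 10 µM dose, activation of 40% or more, normalized to positive control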;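 further: 100% = tunicamycin at 10 µg/mL and 0% = DMSO alone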
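Material: CHO-CHOP cells, stable luciferase reporter of PERK-eIF2a-CHOP signalling; quantity: 500 reporter cells seeded per well; buffer or medium: F12 medium containing 10% fetal bovine serum; compound: one dose, 10 µM in 0.5% DMSO; incubation: 6 h compound treatment, 37 °C; measured by: Steady-Glo luciferase luminescence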
tim23-1 inh = inhibits growth of tim23-1 mutant yeast; inhibition, % at 20 µM; 1.3% of 330,000 active; S. cerevisiae tim23-1 growth, BacTiter-Glo luminescence, 24 h;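 active means growth inhibition of the mutant yeast at or above 50%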;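 further: temperature-sensitive mutant grown at 25 °C; plate controls were DMSO-treated mutant yeast for no effect and medium wells lacking yeast for full effect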
GRIN3A LBD mod = modulates the human NR3A ligand-binding domain; NR3A LBD differential scanning fluorimetry, Tm shift; 0% = protein alone, 100% = glycine-bound protein; Tm shift relative to glycine control, % at 25 µM; 2.5% of 340,000 active;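 active means melting temperature shift of at least 10% of the positive control shift, at one fixed dose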
XBP1 UPR activ = activators of adaptive arm of unfolded protein response (XBP1). 0.33% of 330,000 active. CHO-XBP1 luciferase reporter, IRE1-XBP1 UPR activation, luminescence; percent of tunicamycin response, DMSO as zero. activation, % at 20 µM;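 active means versus positive control, 20 µM dose yields 30% or more activation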;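 further: 100% = tunicamycin at 10 µg/mL and 0% = DMSO only wells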
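Material – CHO cell line with stable XBP1 luciferase reporter · Buffer or medium – F12 plus 10% FBS · Compound – single point, 20 µM final compound, 1% DMSO · Schedule – 16-18 h cell attachment at 37 °C, then 6 h compound exposure · Signal – Steady-Glo luminescence read · Benchmarks – high control tunicamycin 10 µg/mL final, low control DMSO vehicle only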
An asterisk follows results filed as active; / = not tested or not shown; & = joins results of further samples. No enrichment for hits. About 8.2% of those tested had a hit in this group.

SMILES	tim10-1 inh	Mdm2-MdmX inh	TIM10 inh	APJ agonist	NALP3 yeast inh	CHOP UPR activ	tim23-1 inh	GRIN3A LBD mod	XBP1 UPR activ
COc1ccc(O)c(C(=O)c2cnn(C(=O)c3cccc(S(=O)(=O)N(C)C)c3)c2)c1	5.4	28.7	-2.5	-2.6	9.4	0.2	15.1	0.5	0.5
O=C(O)c1cc(-c2ccc3c(c2)OCO3)nc2ccc(Br)cc12	-20.8	20.7	-23.9	-1.6	19.0	-1.4	14.9	-0.1	-0.9
Cc1ccc(C(=O)c2ccccc2C(=O)O)cc1C	-10.3	-3.5	-27.4	-0.5	11.2	-0.4	25.1	-2.5	-3.4
CC1(C)C(=O)Nc2ccccc2N1C(=O)COC(=O)COc1ccc(C#N)cc1	-19.8	8.4	-12.6	4.3	17.2	0.4	10.8	0.3	-5.1
COc1ccccc1CN1CC(C(=O)N(C)Cc2ccc(C)o2)CCC1=O (stereo unspecified)	-3.2	-3.7	4.2	-6.9	3.6	1.4	4.1	2.9	-2.7
Cc1cc(=O)oc2c3c(cc(OCC(=O)N[C@H](C(=O)O)c4ccccc4)c12)OC(C)(C)CC3	-7.8	-9.0	-0.9	-3.8	14.0	-0.6	-0.9	-1.8	-0.1
Cc1ccc(Cn2ccc(NC(=O)c3noc4c3CCCC4)n2)cc1	20.8	-48.9	22.2	-0.9	38.5	1.8	31.4	-1.3	1.3
Cc1ccccc1CCN1CCCC(CN(C)C(=O)c2ccc3ncccc3c2)C1 (stereo unspecified)	13.9	-25.0	-0.8	-3.9	11.8	0.2	9.1	0.3	0.8
Cc1cccc(NC(=O)C2CCCN2C(=O)OCC(C)C)c1 (stereo unspecified)	14.3	-27.0	0.4	1.3	-4.2	-0.7	-1.1	-1.3	-1.2
OC(COCc1ccco1)CN1CCN(C(c2ccccc2)c2ccccc2)CC1 (stereo unspecified)	-14.4	17.4	-6.1	-4.8	18.0	-0.9	2.2	0.5	1.2
COc1ccc(C2/C=C\CN(C(=O)OCc3ccccc3)CC(=O)N2Cc2ccc(F)cc2)cc1 (stereo unspecified)	15.9	8.3	-5.1	2.0	19.2	-2.5	-2.1	-3.7	-0.4
CC(=O)Nc1cccc(C(=O)/C=C/c2ccc(F)cc2)c1	40.7*	73.0*	32.8	0.1	24.9	5.7	20.8	-1.5	8.5
COc1ccc(N(CC(=O)NC(C)c2ccccc2)S(=O)(=O)c2c(C)noc2C)cc1 (stereo unspecified)	22.6	6.4	7.3	4.1	9.2	-0.3	12.4	9.0	-2.0
Cc1c(C(=O)N2CCN(c3ccccc3F)CC2)sc2ncn(CC(=O)N3CCOCC3)c(=O)c12	-2.1	11.2	2.1	3.5	14.5	1.6	-3.7	-11.4	-2.2
COC(=O)c1ccc(C)c(NC(=O)CCCN2C(=O)NC(C)(C)C2=O)c1	8.1	3.9	-0.3	0.2	3.8	1.0	17.3	1.4	0.2
CC(Oc1ccccc1F)C(=O)NNC(=O)c1cccc(S(=O)(=O)N2CCN(C)CC2)c1 (stereo unspecified)	14.8	-6.3	-9.2	-2.6	4.8	0.1	7.0	-0.2	2.9
O=C(NCCS(=O)(=O)N1CCN(c2ccccc2)CC1)c1ccccc1F	9.3	2.9	2.6	-3.4	12.3	0.3	3.3	-3.3	0.0
FC(F)(F)c1ccc(-c2nnc(-c3cccnc3)o2)cc1	21.4	4.7	10.9	-2.1	24.2	6.2	21.1	-1.7	0.3
Cc1cc(C)cc(N(CCC#N)C(=O)COC(=O)c2nc3nc(C)cc(C)n3n2)c1	6.7	-26.8	1.6	-3.5	3.0	0.8	6.2	-0.6	-1.8
C/C(N)=C(/C#N)C(=O)CSc1nnc(COc2ccccc2Cl)o1	1.3	24.9	3.4	-2.3	-1.3	1.8	-9.3	-1.0&-0.3	-2.8
CC1CN(Cc2ccccc2Cl)CC(C)O1 (stereo unspecified)	2.1	10.0	-5.5	1.0	14.5	-1.7	7.0	/	-1.3
COc1cccc2cc(NC(=O)C3CCCCC3)c(=O)oc12	6.3	-123.4	1.5	-4.2	9.1	5.2	10.8	5.0	2.0
C=C(C)CNC(=S)NN=C1c2ccccc2-c2ccccc21	31.1	-17.2	19.4	-3.2	25.2	-0.9	32.4	-7.8	5.5
c1ccc(NNC2=NCCCCC2)cc1	-19.1	9.2	-53.3	-5.9	14.0	-1.5	23.7	1.8	0.2
NC(=O)C(c1ccc(Cl)cc1)c1ccc(Sc2ccc(Cl)cc2)nn1 (stereo unspecified)	13.6	29.0	-10.8	0.1	14.4	-1.2	15.0	-10.9	-2.6
COc1ccc(C2CCCN2C(=S)Nc2c(C)cccc2C)cc1OC (stereo unspecified)	0.5	10.8	14.1	-7.5	18.2	1.0	14.9	-1.1	-0.5
COc1ccc(C(=O)O/N=C(\N)c2ccccc2Cl)cc1OC	62.9*	85.9*	29.4	10.7*	13.8	3.6	31.4	-4.5	1.7
COc1ccc(C(=O)Nc2scc(-c3ccc(Cl)cc3Cl)c2C(N)=O)cc1	3.1	-14.2	9.7	4.4	10.7	6.1	-2.1	0.9	1.8
O=C(Nc1nnc(SCc2ccc(F)cc2)s1)C1CC(=O)N(c2ccc3c(c2)OCCO3)C1 (stereo unspecified)	-4.2	-0.4	-3.7	-2.1	3.6	-1.1	-4.7	-2.2	-3.4
Cc1nnsc1C(=O)NNc1ccc(Cl)cc1	-10.8	11.4	-11.4	-4.6	2.8	-0.1	0.6	1.9	-2.9

4 entries from above in a different format:
structure | tim10-1 inh | Mdm2-MdmX inh | TIM10 inh | APJ agonist | NALP3 yeast inh | CHOP UPR activ | tim23-1 inh | GRIN3A LBD mod | XBP1 UPR activ
c1ccc(NNC2=NCCCCC2)cc1 | -19.1 | 9.2 | -53.3 | -5.9 | 14.0 | -1.5 | 23.7 | 1.8 | 0.2
NC(=O)C(c1ccc(Cl)cc1)c1ccc(Sc2ccc(Cl)cc2)nn1 (stereo unspecified) | 13.6 | 29.0 | -10.8 | 0.1 | 14.4 | -1.2 | 15.0 | -10.9 | -2.6
COc1ccc(C2CCCN2C(=S)Nc2c(C)cccc2C)cc1OC (stereo unspecified) | 0.5 | 10.8 | 14.1 | -7.5 | 18.2 | 1.0 | 14.9 | -1.1 | -0.5
COc1ccc(C(=O)O/N=C(\N)c2ccccc2Cl)cc1OC | 62.9* | 85.9* | 29.4 | 10.7* | 13.8 | 3.6 | 31.4 | -4.5 | 1.7

Next section
SMILES	tim10-1 inh	Mdm2-MdmX inh	TIM10 inh	APJ agonist	NALP3 yeast inh	CHOP UPR activ	tim23-1 inh	GRIN3A LBD mod	XBP1 UPR activ
C/C(=N\N1CCN(C2c3ccccc3-c3ccccc32)CC1)c1ccncc1	21.8	2.7	23.2	-1.3	25.7	1.5	24.1	15.1*	-3.4
COc1ccc(C(=O)COC(=O)C(C(C)C)N2C(=O)C3C4C=CC(C4)C3C2=O)cc1 (stereo unspecified)	10.4	-13.4	1.8	-0.4	-0.3	0.8	-1.3	-4.1	-0.8
COC(=O)Nc1ccc(S(=O)(=O)N2CCCC(C(=O)N3CCOCC3)C2)cc1 (stereo unspecified)	-7.2	18.5	-4.7	-2.8	9.5	0.3	12.9	0.5	2.5
COCCCNC(=O)c1nc2ccccc2c(=O)n1NC(=O)Nc1c(Cl)cccc1Cl	17.0	3.5	-34.8	0.3	14.0	-0.2	-16.3	-0.5	-4.2
O=C(CCc1ccccc1)NNC(=O)c1ccc(Cl)cc1	-15.6	21.1	-19.8	-1.2	17.5	1.8	-11.2	-2.2	-2.4
COc1ccc(-c2csc3ncnc(N4CCN(S(=O)(=O)c5cccs5)CC4)c23)cc1	1.4	37.9	-25.4	-2.1	19.1	1.3	16.4	-1.1	1.4
Cc1ccc(C(=O)N(Cc2ccccc2)C(C)(C)C)cc1C	14.9	13.2	-6.6	2.5	24.6	-1.0	27.5	-3.7	0.7
CC1(C)CC(=O)C(C2(O)C(=O)Nc3ccccc32)CO1 (stereo unspecified)	11.9	-12.8	-8.6	-4.2	-12.9	0.6	-1.7	-2.0	0.5
N#CCSc1nc2sc3c(c2c(=O)n1C1CCCCC1)CCCC3	17.8	40.3	9.6	4.2	11.7	-1.4	10.1	-0.1	-3.7
COc1cc(-c2nnc(SCC(=O)/C(C#N)=C(\C)N)o2)cc(OC)c1OC	9.9	6.2	18.5	-1.9	12.7	0.7	9.1	-1.1	5.3
CC1CCc2[nH]c3ccc(C(=O)N(C)CC(=O)Nc4ccccc4Br)cc3c2C1 (stereo unspecified)	25.6	8.2	7.6	4.0	6.9	-1.6	38.5	-4.7	-0.8
C/C(=N/NC(=O)CNC(=O)/C=C/c1ccccc1)c1ccco1	10.0	-32.3	16.7	-3.3	3.8	-0.3	22.1	0.2	-2.4
Cc1cc(C)n(C(=O)Cc2cn3ccsc3n2)n1	9.6	7.7	-5.1	-3.9	-0.8	-2.4	11.5	-1.2	-0.6
O=C(NCc1ccc(F)cc1)c1cc(-c2cccs2)on1	-4.6	5.5	-13.1	-1.3	50.5*	0.2	2.7	0.7	2.1
O=C(NCC1CCCO1)c1ccc(/C=N/O)nc1 (stereo unspecified)	7.1	-14.7	8.6	-8.1	6.2	-0.1	12.5	2.2	-0.7

Some values from the entries so far:
Entry of OC(COCc1ccco1)CN1CCN(C(c2ccccc2)c2ccccc2)CC1 (stereo unspecified) under GRIN3A LBD mod: 0.5
Entry of C/C(=N\N1CCN(C2c3ccccc3-c3ccccc32)CC1)c1ccncc1 under Mdm2-MdmX inh: 2.7
Entry of N#CCSc1nc2sc3c(c2c(=O)n1C1CCCCC1)CCCC3 under tim23-1 inh: 10.1
Entry of C/C(=N/NC(=O)CNC(=O)/C=C/c1ccccc1)c1ccco1 under tim23-1 inh: 22.1
Entry of COc1ccc(C(=O)O/N=C(\N)c2ccccc2Cl)cc1OC under Mdm2-MdmX inh: 85.9*
